# Screening results from PubChem.
# FBPA Giardia inh: Giardia lamblia aldolase inhibition; purified Giardia FBPA; Potency, µM (series often up to 59.6 µM), for the others: top-dose activity, negative = inhibition, most hits filed as inhibitors; 290,000 compounds, 0.71% hits; AID 2451; further: potency means the concentration at half of the fitted maximal effect; nearly all actives have a fitted effect of over 55% in size
# Target sequence (A8B2U2 whole entry, looked up): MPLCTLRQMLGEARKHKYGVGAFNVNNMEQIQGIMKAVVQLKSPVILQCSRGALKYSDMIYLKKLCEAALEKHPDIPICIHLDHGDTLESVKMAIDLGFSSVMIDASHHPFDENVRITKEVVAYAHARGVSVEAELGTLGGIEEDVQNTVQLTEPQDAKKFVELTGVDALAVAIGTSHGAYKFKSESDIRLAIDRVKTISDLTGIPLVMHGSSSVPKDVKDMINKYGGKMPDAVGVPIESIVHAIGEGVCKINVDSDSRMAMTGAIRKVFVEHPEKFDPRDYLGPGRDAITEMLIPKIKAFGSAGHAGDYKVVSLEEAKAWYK
#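 Giardia FBPA (40 nM reagent) was preincubated 10 min at RT with compound (up to 57.5 uM final), then substrate plus GAPDH/TPI/NAD/arsenate coupling system with diaphorase/resazurin was added; resorufin fluorescence (525/598 nm) was read after 20 min.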
# AmpC no deterg: blocks E. coli AmpC beta-lactamase in detergent-free assay; 330,000 compounds, 0.52% hits; Potency, µM (doses to about 57.1 µM), for the others: top-dose activity change, negative = inhibition, most hits filed as inhibitors; AmpC nitrocefin hydrolysis, absorbance 480 nm, 0.0001% Triton; P00811; AID 485341;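 further: potency means the concentration at half of the fitted maximal effect; plate controls were no compound for no effect and no enzyme for full effect; nearly all actives have a fitted effect of over 20% in size; some results filed as inactive show a strong effect at the top dose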
# Target sequence (P00811 whole entry, looked up): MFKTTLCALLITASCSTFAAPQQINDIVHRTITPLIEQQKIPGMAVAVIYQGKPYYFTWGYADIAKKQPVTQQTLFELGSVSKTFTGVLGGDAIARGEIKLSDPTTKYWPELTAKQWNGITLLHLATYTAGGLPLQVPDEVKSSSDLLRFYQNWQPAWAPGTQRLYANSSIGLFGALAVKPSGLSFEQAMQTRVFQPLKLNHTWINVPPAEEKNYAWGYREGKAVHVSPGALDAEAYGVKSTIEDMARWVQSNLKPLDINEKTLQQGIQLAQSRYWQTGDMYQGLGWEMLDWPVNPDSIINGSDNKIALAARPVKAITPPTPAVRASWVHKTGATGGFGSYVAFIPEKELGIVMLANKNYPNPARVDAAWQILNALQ
#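 20 mM phosphate pH 7.0 + 0.01% (detergent screen) or 0.0001% Triton X-100; 5.3 nM AmpC reagent; cpd preinc 15 min RT; nitrocefin (800 uM stock) to start; A480 q20 s × 4 min; Activity was normalised to no-enzyme and no-compound control wells.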
# Sm TGR inh: S. mansoni TGR enzyme inhibition. Q962Y6. Potency, µM (series often up to 114 µM), inactives show at the top dose activity change, negative = inhibition, most hits filed as inhibitors. AID 485364. purified TGR, DTNB reduction, TNB absorbance 405 nm. 360,000 compounds, 3% hits; further: potency means the concentration at half of the fitted maximal effect; nearly all actives have a fitted effect of over 60% in size
#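 Kinetic colorimetric format: TGR-catalysed, NADPH-driven DTNB reduction monitored via TNB absorbance. Enzyme dispensed at 20 nM; compound exposure 15 min at room temperature before reaction start.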
# HCMV antiviral: inhibitors of human cytomegalovirus | HFF cells, HCMV-luciferase reporter, 72 h; stronger effect = lower value | 410,000 compounds, 4.5% hits | AID 1259415 | activity change, negative = inhibition, % at 57.5 µM; in the data active means activity change below about -60%; inconclusive means no clear call, values can overlap the other calls; inactive means above about -39%
#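 Two compound doses tested in HFFs infected with HCMV-luciferase, MOI 1 PFU/cell, 72 h at 37C. Lysate luminescence read with OneGlo; data normalized against buffer-only and 10uM Salinomycin inhibitor controls.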
# HCV inhibitor: inhibitors of hepatitis C virus infection; Huh7.5.1 HCVcc-Cre infection, luciferase reporter, 44 h; AID 651820; 340,000 compounds, 3.4% hits; Potency, µM (top dose mostly 41.8 µM), without a hit: at the highest dose activity change, negative = inhibition, usual class: inhibitors; further: potency means the concentration at half of the fitted maximal effect
#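 Infectious HCVcc-Cre (~0.5 moi) was added to cells just after compound, with cells seeded 4 h earlier at 1,000 per well. Luciferase activity after 44 h culture reported infection; substrate was incubated 15 min at room temperature before reading.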
# AmpC inh detg: inhibitors of E. coli AmpC beta-lactamase with detergent | P00811 | AmpC hydrolysis of nitrocefin, absorbance 480 nm, 0.01% Triton | Potency, µM (doses to about 114 µM), without a hit: top-dose activity change, negative = inhibition, hits mostly inhibitors | 370,000 compounds, 0.041% hits | AID 485294;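 further: potency means the concentration at half of the fitted maximal effect; 0% = no-compound wells and -100% = no-enzyme wells; nearly all actives have a fitted effect of over 25% in size; some results filed as inactive show a strong effect at the top dose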
#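 AmpC (5.3 nM in the dispensed reagent) in 20 mM phosphate pH 7.0 with 0.01% (detergent screen) or 0.0001% Triton X-100 was preincubated with compounds for 15 min at room temperature. Nitrocefin was then added from an 800 uM solution, and hydrolysis was followed at 480 nm.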
# An asterisk follows results filed as active; ? = inconclusive; . = no result given; & = joins results of further samples; ! = a repeat was not active; [ ] = another dose, or the depositor's remark. Unless noted, the call rests on the fitted dose curve; in most records, active means well fitted curve in the direction sought with a large enough effect; inconclusive means small, poorly fitted or top-dose-only effect, or another doubt; inactive means no such curve, though single readings can be large; an effect the other way counts as inactive or inconclusive. Unless noted, on the % scale 0 is the no-effect control and ±100 the full control effect.
structure | FBPA Giardia inh | HCMV antiviral | AmpC inh detg | AmpC no deterg | Sm TGR inh | HCV inhibitor
COc1ccc(-n2nc3c(c2NC(=O)CC(C)C)CS(=O)C3)cc1 (configuration not stated) | 3.9% | -17.7 | -7.0% | -8.4% | -12.8% | 8.9%
Cc1cccc(N=N/C(=C\O)C(=O)c2ccc(Br)cc2)c1 | -0.5% | -77.3* | -8.4% | -31.5% | -0.8% | 10µM*
Cc1ccc(-c2nn3c(C)nnc3s2)cc1NC(=O)c1ccco1 | 1.0% | 8.8 | -1.7% | -10.6% | ? | -7.7%
O=C(CSc1c2c(nc3ccc(Cl)cc13)CCCC2)NCCCN1CCOCC1 | 3.2% | 79.7 | -12.5% | 115.6%[activator] | -35.5% | -3.8%
COc1cccc(N2CCN(c3ncnc4onc(-c5ccc(Cl)cc5)c34)CC2)c1 | . | 22.8 | 15.7% | . | 11.6% | .
CN1/C(=C\C(=S)NC(=O)c2cccc(Br)c2)C(C)(C)c2ccccc21 | 3.5% | -95.6* | -5.4% | -28.1% | 0.5% | 11.2µM*
CCOC(=O)Nc1c(C)n(C)n(-c2ccccc2)c1=O | 0.0% | 18.2 | -10.7% | -10.8% | -30.4% | 23.5%
CCc1ccccc1NC(=O)c1cnccn1 | 3.3% | -2.7 | -1.2% | -13.6% | -6.8% | -4.5%
COCCNC(=O)c1ccc2c(c1)ncn2-c1cc(C)ccc1OC | . | -10.8 | 8.4% | . | 11.3% | .
CCSC(=O)N(CC)CC(=O)Nc1c(CC)cccc1CC | 0.2% | . | -0.8% | -6.8% | 27.2% | 19.1%
COc1cccc(CNC(=O)c2ccc(C3SCCS3)cc2)c1 | . | 99.4 | 4.5% | -16.8% | 0.0% | -29.4%
Cc1ccc(/C=N/NC(=O)CSc2nc3ccccc3c(=O)n2-c2ccccc2)s1 | -0.1% | 9.7 | ? | -32.2% | 4.1% | -3.6%
Cc1cc(C)n(-c2c(F)c(F)c(CN3CCOCC3)c(F)c2F)n1 | 5.9% | 8.6 | -6.6% | 18.4% | 8.9% | 3.2%
CSc1sc(C(=O)OC(C)C)c2c1C(=O)CC(C)(C)C2 | -0.9% | 29.9 | 5.2% | -8.4% | 0.7% | -16.0%
Cc1ccc(-c2[nH]c3ccccc3c2SCCNC(=O)c2ccc(S(=O)(=O)N3CCOCC3)cc2)cc1 | -5.4% | -19.4&-4.7 | ? | -13.7% | 8.3%&-15.8% | ?
O=C(NN1C(=O)NC2(CCCCC2)C1=O)c1cccs1 | . | 0.0 | . | -15.5% | . | -9.1%
Cc1cc(C)c(S(=O)(=O)NCCc2csc3nc(-c4ccc(Cl)cc4)nn23)c(C)c1 | . | -66.3* | -8.6% | . | 10.1% | .
Cc1cc(Br)cc(C)c1NC(=O)c1ccc(C#N)cc1F | 3.3% | -32.8 | 0.6% | -12.6% | . | -9.6%
C=CCNC(=O)NC(=O)c1csc([N+](=O)[O-])c1 | 3.5% | 5.9 | -6.9% | -9.0% | -17.2% | -11.6%
Cc1nn(C)cc1CN(C)C(=O)CCc1nnc(CCC2CCCCC2)o1 | 1.7% | 39.9 | -5.2% | 55.5% | 1.0%[57.1 µM] | 6.4%
CC(C)NC(=O)c1ccc(-n2c(-c3ccccc3)cc3c2CCCCC3)cc1 | . | ? | 2.2% | . | 3.2% | .
COc1cc(Nc2ccccn2)cc(C(=O)Nc2cccc(C(F)(F)F)c2)c1 | -8.7% | -68.5*! | -9.4% | -32.8% | ? | ?
COc1ccccc1NC(=O)Nc1nc(CC(=O)N2CCN(c3ccccc3OC)CC2)cs1 | . | -11.5 | ? | 184.6%[activator] | 3.5% | 10µM*
Cc1cc(C)c(C(=O)COC(=O)Cn2cnnn2)cc1C | 3.6% | -10.0 | -14.4% | -13.6% | 0.0% | 3.3%
O=C1CCCN=C(Nc2ccc(F)c(Cl)c2)S1 | 1.4% | -16.8 | -3.7% | -8.0% | 3.6% | -2.6%
CCc1c(C(=O)N/N=C/c2ccco2)nnn1-c1nonc1N | -2.6% | 10.6 | -9.6% | -11.4% | -6.3% | 2.9%
O=C(CN1C(=O)c2ccccc2C1=O)Nc1ccc(S(=O)(=O)NCC2CCCO2)cc1 (configuration not stated) | 7.9% | -29.0 | -11.0% | -28.5% | -24.1% | 4.2%&6.0%
O=c1cc(-c2ccccc2[N+](=O)[O-])oc2ccccc12 | 1.1% | -66.0* | -1.4% | -25.6% | . | -25.0%
O=C(Nc1nccs1)C1CCN(S(=O)(=O)c2c(Cl)cccc2Cl)CC1 | 1.6% | ? | 2.0% | -28.9% | -8.1% | ?
CC1CCN(CCc2nc3ccccc3[nH]2)CC1 | -16.9% | ? | -8.3% | -8.3% | -12.2% | 2.9%
COc1ccc(C2N(c3ccccc3)C(=S)N3CCCN23)cc1 (configuration not stated) | -3.7% | 24.4 | 16.8% | 12.3% | 7.4% | 21.0%
CCOC(=O)C1CCCN(CCC(=O)Nc2cc(OC)ccc2OC)C1 (configuration not stated) | -26.8% | 56.7 | 7.3% | -8.1% | 5.4% | -12.3%
Cc1cccc(NC(=O)CN2C(=O)/C(=C3\SC(=S)N(CC4CCCO4)C3=O)c3ccccc32)c1 (configuration not stated) | 10.9% | . | 0.4% | -16.3% | -24.1% | 20.7%
COc1ccccc1NC(=O)Nc1ccc(C)cn1 | -0.5% | 31.5 | ? | -25.5% | -8.8% | ?
COc1ccc(OCC(=O)Nc2nnc(-c3ccco3)s2)cc1 | -1.3% | 30.8 | -9.7% | -21.8% | 28.2µM* | 16.8%
COc1ccc(NC(=O)c2cccc(Cn3cc(Br)c([N+](=O)[O-])n3)c2)c(C)c1 | 4.9% | -18.2 | 3.2% | -10.4% | . | 10µM*
CC1Cc2ccccc2N1C(=O)CSc1nnc2sc3ccccc3n12 (configuration not stated) | -7.8% | ? | -1.1% | -6.5% | 10.4% | -9.4%
COc1cc(OC)c(C2=NOC(C(=O)N3CCN(C(=O)c4ccco4)CC3)C2)cc1Cl (configuration not stated) | 6.9% | -34.4 | -3.4% | 87.4%[activator] | -16.5% | -16.1%
CCn1c(SCC(=O)NC2CCCC2)nnc1-c1c[nH]c2ccccc12 | 2.0% | 5.9 | -15.6% | -18.1% | -0.6% | -0.9%
Cc1ccc(-c2cnc(C3CC3)o2)cc1S(=O)(=O)Nc1cccc(C)c1C | . | -35.0 | 21.2% | . | 3.1% | .
CCOC(=O)C1CCCN(C/C=C/c2ccccc2[N+](=O)[O-])C1 (configuration not stated) | ? | 44.3 | 6.5% | 1.2% | 7.8% | .
COC(=O)NNS(=O)(=O)c1ccc(C)cc1 | 3.3% | -6.4 | -13.4% | -12.7% | 5.8% | 28.7%
N#Cc1cn(Cc2ccccc2)c(=O)[nH]c1=O | -0.9% | -19.3 | -0.5% | -9.6% | 29.9% | 4.0%
COc1ccc(Cl)cc1N=Cc1c(O)c2ccccc2oc1=O | -5.0% | 17.3 | -0.6% | -30.1% | -14.9% | 5.7%
CC1=CC(C)(C)N2C(=O)C3(SCC(=O)N3c3ccc(F)cc3)c3cc(C)cc1c32 (configuration not stated) | -1.0% | -66.9* | -12.1% | 34.3% | -1.0% | ?
COc1ccc(NC(=O)CN(C)C(=O)CCCc2nc3ccccc3c(=O)[nH]2)cc1 | . | -5.5 | -2.4% | -16.1% | 5.6% | 9.0%
COCc1[nH]c(=S)c(C#N)cc1C(=O)OC | 15.8µM* | 20.9 | -1.8% | -30.4% | 20µM* | -14.3%
Cc1cccc(N2CC(C(=O)Nc3ccc4c(c3)OCCO4)CC2=O)c1C (configuration not stated) | 0.6% | -29.0 | -6.7% | 15.7% | -2.4% | -5.9%
COC(=O)/C=C1/C(=O)N/C(=N\c2nc(C)cc(C)n2)N1c1ccc(OC)cc1 | ? | -24.2 | -3.2% | -5.8% | -6.5% | 13.8%
COc1ccc(-c2nc(Cn3c(=O)cc(C)c4c(C)nn(-c5ccccc5)c43)c(C)o2)c(OC)c1 | . | -2.4 | 14.9% | . | 5.1% | .
CC(/C=N\NC(=O)Cn1c(C)nc2ccccc21)=C\c1ccccc1 | -6.8% | -85.8* | -3.4% | 29.9% | -22.1% | ?
O=C(COC(=O)c1ccco1)Nc1ccc(N2CCOCC2)cc1 | . | 34.7 | 1.5% | 3.0% | -33.3% | 7.2%
COCCCn1c2nc3ccccc3nc2c2c(=O)n(Cc3ccc(Cl)cc3)c(C)nc21 | -0.7% | . | 0.8% | -7.3% | -9.6% | .
COc1nc(N=C(N)N)nc2ccc(C)cc12 | 9.6% | -102.2* | -1.2% | -20.9% | -5.0% | ?
O=C(Cn1cc(SCc2ccc(F)cc2)c2ccccc21)N1CCCCCC1 | . | -16.7 | 20.8% | . | 2.7% | .
Cc1nn2c(=O)cc(COC(=O)c3cccs3)nc2s1 | . | -1.7 | -3.1% | . | -3.6% | .
COCCn1c(COc2ccc(OC)cc2)nc2ccccc21 | -9.1% | 46.1 | -2.4% | 1.6% | 1.2% | ?
CCOc1ccccc1NC(=O)Cn1cc(C(=O)c2cccc(OC)c2)c(=O)c2ccc(C)nc21 | . | -35.1 | 1.9% | . | -0.4% | .
O=C(Nc1ccc(N2CCN(C(=O)c3ccco3)CC2)c(Cl)c1)c1cccnc1 | -2.3% | -31.1 | 1.0% | -4.2% | -4.0% | ?
Brc1ccccc1-n1nnc(-c2cccnc2)n1 | -6.1% | 4.6 | 5.4% | -11.5% | -20.9% | -9.2%

# The list continues:
structure | FBPA Giardia inh | HCMV antiviral | AmpC inh detg | AmpC no deterg | Sm TGR inh | HCV inhibitor
COCCn1cc(C(=O)N2CCCC(C)C2)c2c3ccccc3n(C)c2c1=O (configuration not stated) | 8.1% | 7.9 | 1.8% | 87.3%[activator] | -1.6% | 7.0%
Cc1ccc(-n2cc(-c3ccccc3)nc2S(=O)(=O)CC(=O)Nc2ccc(F)cc2)cc1 | . | 33.5 | 23.1% | . | 9.1% | .
COCC(=O)OCC(=O)Nc1cc([N+](=O)[O-])ccc1Cl | 3.1% | -21.3 | 3.0% | 0.4% | 2.3% | 4.1%
O=C(Nc1cccc(O)c1)c1ccc2c(c1)C(=O)N(Cc1ccco1)C2=O | -5.1% | 4.2 | 0.3% | -48.5% | -26.6% | 18.2%
O=C(O)CCCNC(=O)Nc1ccccc1 | 0.5% | -17.1 | ? | -6.2% | 1.8% | -0.3%
O=C(NC1CN2CCC1CC2)c1cc(Cl)c([N+](=O)[O-])c2nc[nH]c12 (configuration not stated) | -17.0% | 28.9 | -10.2% | -10.6% | 3.2% | ?
CCCCn1c(NC(=O)c2ccco2)c(C(=O)OCC)c2nc3ccccc3nc21 | 5µM* | -69.0* | -12.8% | 60.3%[activator] | 25.1µM* | -15.1%
COc1ccc2oc(C)c(C(=O)NN)c2c1 | -18.4% | 25.6 | -3.7% | -4.8% | ? | 13.3%

# Record cards, from the list above. Screens in order: FBPA Giardia inh | HCMV antiviral | AmpC inh detg | AmpC no deterg | Sm TGR inh | HCV inhibitor
# O=C(O)CCCNC(=O)Nc1ccccc1 reads 0.5% | -17.1 | ? | -6.2% | 1.8% | -0.3%
# COCCn1cc(C(=O)N2CCCC(C)C2)c2c3ccccc3n(C)c2c1=O (configuration not stated) reads 8.1% | 7.9 | 1.8% | 87.3%[activator] | -1.6% | 7.0%
